From PubChem BioAssay
ATXN2 expr inh: Primary qHTS for Inhibitors of ATXN expression; HEK-293 ATXN2-luciferase reporter, luminescence, 24 h; Potency, µM (titrated, usually from 57 µM), inactives show at the top dose activity change, negative = inhibition, actives largely listed as inhibitors; AID 1745845, 2022; 0.72% of 360,000 active; further: potency means the concentration at half of the fitted maximal effect; on the % scale 0 is the no-effect control and ±100 the full control effect; nearly all actives have a fitted effect of over 55% in size
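ATXN2-luciferase reporter cells (luciferase flanked by upstream and downstream ATXN2 gene portions) were treated 24 h at 37 °C with compounds at up to 57 uM. SteadyGlo luminescence gave expression; GF-AFC fluorescence gave viability.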
MCF10A rereplic: A quantitative high throughput screen for small molecules that induce DNA re-replication in MCF 10a normal breast cells; MCF 10A DNA re-replication, Hoechst nuclear intensity, 48 h; Potency, µM (titrated, usually from 46.1 µM), inactives show at the highest dose activity, positive = re-replication, most hits filed as activators; 2.9% of 350,000 active; further: potency means the concentration at half of the fitted maximal effect; % of control where 0% means no effect; nearly all actives have a fitted effect of over 50% in size
HT1080-NT tox: qHTS for induction of synthetic lethality in tumor cells producing 2HG: qHTS for the HT-1080-NT fibrosarcoma cell line; 1.6% of 360,000 active; HT-1080-NT fibrosarcoma viability, CellTiter-Glo ATP luminescence, 48 h; Potency, µM (titrated, usually from 46.1 µM), inactives show at the highest dose activity, negative = less viability, actives largely listed as cytotoxic;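 further: NT is the 2HG producing partner of a matched IDH1 knockdown line; potency means the concentration at half of the fitted maximal effect; 0% = DMSO-treated cells and -100% = media-only wells without cells; nearly all actives have a fitted effect of over 55% in size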
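Viability of the 2HG-overproducing fibrosarcoma line after 48 hours of compound exposure at 37 degrees C was determined by luminescence with CellTiter-Glo, and concentration-effect curves were then fitted and categorized.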
S2 tox: Viability Counterscreen for Primary qHTS for Inhibitors of ATXN expression; S2 cells (HEK-293 line with an ATXN2-luciferase reporter) viability, CellTiter-Fluor protease fluorescence, 24 h; Potency, µM (series often up to 56.7 µM), usual class: cytotoxic; 0.49% of 400,000 active; AID 651635, 2014; further: potency means the concentration at half of the fitted maximal effect; nearly all actives have a fitted effect of over 40% in size
SW480 rerep: A quantitative high throughput screen for small molecules that induce DNA re-replication in SW480 colon adenocarcinoma cells; SW480 DNA re-replication, Hoechst DNA content imaging, 48 h; Potency, µM (highest dose often 46.1 µM), for the others: at the top dose re-replication activation, actives largely listed as activators; 1.8% of 340,000 active; AID 624297, 2012; further: potency means the concentration at half of the fitted maximal effect; % of control where 0% means no effect; nearly all actives have a fitted effect of over 55% in size
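DNA re-replication was detected as more nuclei of elevated Hoechst intensity after 48 hr exposure to compound (23 nL pinned per well of 250 cells).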
KB-V1 MDR tox: qHTS assay for MDR1-selective chemotherapeutics: Primary screen using the drug-selected MDR subline cells KB-V1; KB-V1 MDR cells viability, CellTiter-Glo, 72 h; Potency, µM (top dose mostly 46.1 µM), for inactives: at the highest dose activity change, negative = cytotoxicity, actives largely listed as cytotoxic; 3.4% of 400,000 active; further: potency means the concentration at half of the fitted maximal effect; on the % scale 0 is the no-effect control and ±100 the full control effect; nearly all actives have a fitted effect of over 60% in size
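Drug-selected KB-V1 cells, grown in DMEM lacking phenol red with 10% FBS, receive compound titrations; after three days at 37 degrees C, surviving cell ATP is quantified by CellTiter-Glo luminescence and responses normalized and curve-fitted.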
KB-3-1 cytotox: qHTS assay for MDR1-selective chemotherapeutics: Primary screen using the parental adenocarcinoma cell KB-3-1; KB-3-1 viability, CellTiter-Glo ATP luminescence, 72 h; Potency, µM (series often up to 46.1 µM), for inactives: at the top dose activity change, negative = cytotoxic, hits mostly cytotoxic; 1.4% of 400,000 active; AID 1347075, 2019; further: potency means the concentration at half of the fitted maximal effect; on the % scale 0 is the no-effect control and ±100 the full control effect; nearly all actives have a fitted effect of over 60% in size
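KB-3-1 cells, DMEM (no phenol red) + 10% FBS; compound by pin transfer, 72 h, 37 °C. Readout: CellTiter-Glo luminescence after 10 min. Data normalized, curve-fitted.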
HT1080 IDH1KD tx: qHTS for induction of synthetic lethality in tumor cells producing 2HG: qHTS for the HT-1080-IDH1KD cell line; HT-1080 IDH1 knockdown viability, ATP luminescence, 48 h; Potency, µM (titrated, usually from 46.1 µM), inactives show at the top dose activity, negative = toxicity, actives largely listed as cytotoxic; 2% of 360,000 active; AID 686971, 2013;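 further: potency means the concentration at half of the fitted maximal effect; 0% = DMSO wells and -100% = cell-free medium wells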
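Assay cells: HT-1080 with IDH1 knockdown, 750 per well, RPMI/5% FBS. Exposure: 48 h at 37 °C following 2 h pre-incubation. Read: CellTiter-Glo luminescence; fitted concentration-response, curve class assigned.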
IL1B secr inh: qHTS for Inhibitors of Inflammasome Signaling: IL-1-beta AlphaLISA Primary Screen; activity change, % at 57.5 µM; 4.7% of 360,000 active; THP-1 LPS/ATP IL-1B secretion, AlphaLISA, 16 h; active compounds read low; in the data active means activity change below about -50%; inconclusive means mostly about -30% to -49%; further: on the % scale 0 is the no-effect control and ±100 the full control effect
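THP-1 cells pretreated 1 hr with compounds (up to 57.5 uM final), then stimulated with LPS (250 ng/mL final) plus ATP (1.25 mM final); secreted IL-1B measured by AlphaLISA after 16 hr, decreased signal indicating inhibition.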
The depositor's hits bear a star; [ ] = remark or other dose. Unless noted, the call rests on the fitted dose curve; in most records, active means well fitted curve in the direction sought with a large enough effect; inconclusive means small, poorly fitted or top-dose-only effect, or another doubt; inactive means no such curve, though single readings can be large; an effect the other way counts as inactive or inconclusive.

For Cc1ccc(NC(=O)[C@H](Cc2ccccc2)N2Cc3ccccc3C2=O)cc1 the results were ATXN2 expr inh 2%, S2 tox inactive, KB-V1 MDR tox -11% and KB-3-1 cytotox 17%.
`CCSc1nnc([C@@H](NC(=O)OC(C)(C)C)C(C)C)o1` gave ATXN2 expr inh -8%, MCF10A rereplic 3%, HT1080-NT tox 0%, S2 tox inactive, SW480 rerep 0%, KB-V1 MDR tox -13%, KB-3-1 cytotox 0%, HT1080 IDH1KD tx 11% and IL1B secr inh 11.
Screening COc1ccc(S(=O)(=O)N2Cc3ccccc3CC2C(=O)Nc2ccc3c(c2)OCO3)cc1 (configuration not stated) returned ATXN2 expr inh 52%[activator], MCF10A rereplic 13%, HT1080-NT tox 0%, S2 tox inactive, SW480 rerep -1%, KB-V1 MDR tox 2%, KB-3-1 cytotox 11%, HT1080 IDH1KD tx -1% and IL1B secr inh -7.
O=C(Cc1cccc(F)c1)N1CCCC(CO)(Cc2ccc(F)cc2F)C1 (configuration not stated) was read as MCF10A rereplic 5%, HT1080-NT tox 0%, S2 tox inactive, SW480 rerep -3%, KB-V1 MDR tox 8%, KB-3-1 cytotox -10%, HT1080 IDH1KD tx 0% and IL1B secr inh -11.
`Cc1ccc(N2CCN(/N=C/c3cccs3)CC2)cc1` gave ATXN2 expr inh -6%, MCF10A rereplic 3%, HT1080-NT tox 25%, S2 tox inactive, SW480 rerep -8%, KB-V1 MDR tox inconclusive, KB-3-1 cytotox 7%, HT1080 IDH1KD tx 2% and IL1B secr inh -13.
`CC(C)C(=O)N1CCCC1(C)C(=O)NCc1ccc(Cl)cc1` (configuration not stated) gave ATXN2 expr inh 12%, HT1080-NT tox 9%, S2 tox inactive, KB-V1 MDR tox 18%, KB-3-1 cytotox 0%, HT1080 IDH1KD tx inconclusive and IL1B secr inh 12.
S=C(Nc1ccccc1Cl)N(CCN1CCCCC1)Cc1ccco1 was read as ATXN2 expr inh -16%, MCF10A rereplic 13%, HT1080-NT tox -13%, S2 tox inactive, SW480 rerep -3%, KB-V1 MDR tox -1%, KB-3-1 cytotox -2%, HT1080 IDH1KD tx -1% and IL1B secr inh -4.
O=S(=O)(Nc1ccc(-c2ccc(N3CCCC3)nn2)cc1)c1ccc(Br)cc1 was read as ATXN2 expr inh 10%, S2 tox inactive, KB-V1 MDR tox -5% and KB-3-1 cytotox -20%.
For COc1ccccc1C(=O)NCC(=O)N/N=C/c1cc(Br)ccc1OC(=O)/C=C\c1ccco1 the results were MCF10A rereplic 16µM*, HT1080-NT tox inconclusive, S2 tox inconclusive, SW480 rerep inconclusive, KB-V1 MDR tox inconclusive, KB-3-1 cytotox 0%, HT1080 IDH1KD tx -23% and IL1B secr inh 61.
CC1=CC(=NOC(=O)c2cccc([N+](=O)[O-])c2)C=C(C)C1=O was read as ATXN2 expr inh 41%[activator], MCF10A rereplic inconclusive, HT1080-NT tox inconclusive, S2 tox inconclusive, SW480 rerep inconclusive, KB-V1 MDR tox 4%, KB-3-1 cytotox 1%, HT1080 IDH1KD tx inconclusive and IL1B secr inh -85*.
Screening Cc1cc(NC(=O)c2ccco2)ccc1-n1cnnn1 returned ATXN2 expr inh 5%, MCF10A rereplic 3%, HT1080-NT tox 6%, S2 tox inactive, SW480 rerep -2%, KB-V1 MDR tox 8%, KB-3-1 cytotox 2%, HT1080 IDH1KD tx 4% and IL1B secr inh 2.
CC(=O)NS(=O)(=O)c1ccc2c(c1)Cc1cc(S(=O)(=O)NC(C)=O)ccc1-2 was read as MCF10A rereplic -6%, HT1080-NT tox 1%, S2 tox inactive, SW480 rerep -10%, KB-V1 MDR tox 18%, KB-3-1 cytotox 0%, HT1080 IDH1KD tx -2% and IL1B secr inh -12.
CCOc1cc(Br)cc(C(c2c(C(=O)O)[nH]c3ccccc23)c2c(C(=O)O)[nH]c3ccccc23)c1O was read as ATXN2 expr inh -10%, MCF10A rereplic -2%, HT1080-NT tox -2%, S2 tox inactive, SW480 rerep -12%, KB-V1 MDR tox -9%, KB-3-1 cytotox 2%, HT1080 IDH1KD tx -8% and IL1B secr inh 0.
CCOc1ccc(NC(=O)C(=O)N/N=C/c2ccccc2F)cc1 was read as ATXN2 expr inh -13%, MCF10A rereplic -2%, HT1080-NT tox 3%, S2 tox inactive, SW480 rerep -2%, KB-V1 MDR tox 6%, KB-3-1 cytotox -3%, HT1080 IDH1KD tx 19% and IL1B secr inh -10.
For Cc1ccc2nc(NC(=O)CNS(=O)(=O)c3ccc(Br)s3)sc2c1 the results were ATXN2 expr inh -1%, MCF10A rereplic inconclusive, HT1080-NT tox -8%, S2 tox inactive, SW480 rerep -12%, KB-V1 MDR tox 5%, KB-3-1 cytotox 1%, HT1080 IDH1KD tx -20% and IL1B secr inh 10.
O=C(COC(=O)c1cc(-c2cccs2)nc2ccccc12)c1ccc(Br)cc1 was read as ATXN2 expr inh 4%, S2 tox inactive, KB-V1 MDR tox 2% and KB-3-1 cytotox 6%.
`CCCCNC(=O)c1cc(-c2ccc(Cl)c(Cl)c2)on1` gave ATXN2 expr inh 2%, S2 tox inactive, KB-V1 MDR tox 14% and KB-3-1 cytotox 13%.
`Cc1ccc(C2C(C(=O)c3ccco3)=C(O)C(=O)N2c2nnc(C)s2)cc1` (configuration not stated) gave ATXN2 expr inh 0%, MCF10A rereplic 2%, HT1080-NT tox 5%, S2 tox inactive, SW480 rerep -1%, KB-V1 MDR tox inconclusive, KB-3-1 cytotox -9%, HT1080 IDH1KD tx -1% and IL1B secr inh 51.
For Cc1ccc(NC(=S)N(CCN(C)C)C(C)c2ccco2)cc1C (configuration not stated) the results were ATXN2 expr inh 7%, MCF10A rereplic -2%, HT1080-NT tox 8%, S2 tox inactive, SW480 rerep -5%, KB-V1 MDR tox 5%, KB-3-1 cytotox 12%, HT1080 IDH1KD tx 13% and IL1B secr inh -19.
CCOC(=O)C1CN(C(C)(C)C)C(=O)C1=O (configuration not stated) was read as ATXN2 expr inh -9%, MCF10A rereplic -3%, HT1080-NT tox -4%, S2 tox inactive, SW480 rerep -1%, KB-V1 MDR tox -1%, KB-3-1 cytotox -17%, HT1080 IDH1KD tx 1% and IL1B secr inh 35.

Reprinted from the part before: two compounds, then new ones.
For Cc1ccc(NC(=S)N(CCN(C)C)C(C)c2ccco2)cc1C (configuration not stated) the results were ATXN2 expr inh 7%, MCF10A rereplic -2%, HT1080-NT tox 8%, S2 tox inactive, SW480 rerep -5%, KB-V1 MDR tox 5%, KB-3-1 cytotox 12%, HT1080 IDH1KD tx 13% and IL1B secr inh -19.
CCOC(=O)C1CN(C(C)(C)C)C(=O)C1=O (configuration not stated) was read as ATXN2 expr inh -9%, MCF10A rereplic -3%, HT1080-NT tox -4%, S2 tox inactive, SW480 rerep -1%, KB-V1 MDR tox -1%, KB-3-1 cytotox -17%, HT1080 IDH1KD tx 1% and IL1B secr inh 35.
Screening CC(=O)N1CCN(C(=O)c2ccc(-c3cccc(C(F)(F)F)c3)o2)CC1 returned ATXN2 expr inh -1%, MCF10A rereplic 10%, HT1080-NT tox -2%, S2 tox inactive, SW480 rerep -68%[inhibitor], KB-V1 MDR tox inconclusive, KB-3-1 cytotox -1%, HT1080 IDH1KD tx 1% and IL1B secr inh 0.
For CN(c1ccccc1C(=O)NCc1ccco1)S(C)(=O)=O the results were ATXN2 expr inh 1%, MCF10A rereplic 0%, HT1080-NT tox 19%, S2 tox inactive, SW480 rerep -4%, KB-V1 MDR tox 26%, KB-3-1 cytotox 0%, HT1080 IDH1KD tx 15% and IL1B secr inh 23.
Screening CCc1ccccc1OCCCCCNCCO returned ATXN2 expr inh -10%, MCF10A rereplic -5%, HT1080-NT tox -15%, S2 tox inactive, SW480 rerep -6%, KB-V1 MDR tox 1%, KB-3-1 cytotox -2%, HT1080 IDH1KD tx -17% and IL1B secr inh -15.
`CCOc1ccc(N(C)C(=O)CS(=O)(=O)c2cccc3nsnc23)cc1` gave ATXN2 expr inh 3%, S2 tox inactive, KB-V1 MDR tox -12% and KB-3-1 cytotox 1%.
For Cc1[nH]c2ccccc2c1CCCO the results were ATXN2 expr inh -2%, MCF10A rereplic 5%, HT1080-NT tox 20%, S2 tox inconclusive, SW480 rerep 3%, KB-V1 MDR tox -8%, KB-3-1 cytotox -1%, HT1080 IDH1KD tx 0% and IL1B secr inh -17.
Screening CCN(c1ccc(F)cc1)S(=O)(=O)c1cccc2nsnc12 returned ATXN2 expr inh -2%, MCF10A rereplic -3%, HT1080-NT tox 5%, S2 tox inactive, SW480 rerep -7%, KB-V1 MDR tox -10%, KB-3-1 cytotox 4%, HT1080 IDH1KD tx 10% and IL1B secr inh 19.
Screening CCOc1ccc(-n2c(C)c(C(C)=O)c3cc(OCC(N)=O)ccc32)cc1 returned ATXN2 expr inh 20%, MCF10A rereplic -2%, HT1080-NT tox 14%, S2 tox inactive, SW480 rerep -3%, KB-V1 MDR tox 3%, KB-3-1 cytotox -14%, HT1080 IDH1KD tx 16% and IL1B secr inh 14.
For CC1CCC(NC(=O)COc2ccc(C(=O)c3ccccc3)cc2)CC1 (configuration not stated) the results were ATXN2 expr inh -20%, MCF10A rereplic 8%, HT1080-NT tox -23%, S2 tox inactive, SW480 rerep 3%, KB-V1 MDR tox inconclusive, KB-3-1 cytotox inconclusive, HT1080 IDH1KD tx inconclusive and IL1B secr inh -65*.
Screening CC(C)=CCC/C(C)=C/CN(CC(C)O)CC(C)O (configuration not stated) returned ATXN2 expr inh 1%, MCF10A rereplic -11%, HT1080-NT tox 1%, S2 tox inactive, SW480 rerep -2%, KB-V1 MDR tox 1%, KB-3-1 cytotox -1%, HT1080 IDH1KD tx 7% and IL1B secr inh -2.

Rows are unselected; about 11% have a hit in one of these screens.
